beta cell repl = induces beta-cell replication in MIN6 cells; MIN6 cells proliferation, ATPlite luminescence, 48 h; cells starved in 0.2% serum; 100% = growth in 10% serum; proliferation, % at 10 µM; 330,000 tested, 0.29% active;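 active = compounds whose signal lies at least 3.5 SD above the mean of all wells on their plate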;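 note: 0% = DMSO-treated cells in low-serum medium and 100% = 10% serum control; some compounds called inactive have numbers as strong as hits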
NALP3 yeast inh = blocks the NALP3 inflammasome reconstituted in yeast; inhibition, % at 10 µM; Yeast reconstituted NLRP3/ASC/caspase-1, beta-gal luminescence, 24 h; 330,000 tested, 0.39% active; AID 2825;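 active = inhibition of 50% or more; inactive = inhibition below 50%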;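 note: plate controls were induced DMSO wells for no effect and uninduced yeast grown without galactose for full effect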
APOBEC3G inh = APOBEC3G (human) deaminase inhibition; inhibition, % at 20 µM; recombinant A3G, ssDNA deamination FAM/TAMRA fluorescence; 330,000 tested, 0.28% active; Q9HC16;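 active = inhibition of at least 40% at 20 µM, with no more than 30% in the related APOBEC3A deaminase screen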;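 note: plate controls were DMSO wells with A3G for no effect and wells lacking A3G enzyme for full effect; some compounds called inactive have numbers as strong as hits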
Target sequence (Q9HC16 whole entry, looked up): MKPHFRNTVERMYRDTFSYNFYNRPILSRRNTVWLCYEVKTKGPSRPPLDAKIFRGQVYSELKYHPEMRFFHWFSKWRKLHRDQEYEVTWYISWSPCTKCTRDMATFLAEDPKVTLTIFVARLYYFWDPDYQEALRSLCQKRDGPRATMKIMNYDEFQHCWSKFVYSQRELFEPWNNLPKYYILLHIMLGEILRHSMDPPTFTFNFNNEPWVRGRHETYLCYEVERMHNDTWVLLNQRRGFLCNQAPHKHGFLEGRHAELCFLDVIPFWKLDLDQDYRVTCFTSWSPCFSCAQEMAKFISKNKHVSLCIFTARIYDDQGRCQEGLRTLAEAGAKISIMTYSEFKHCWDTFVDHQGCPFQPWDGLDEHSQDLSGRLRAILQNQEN
hIAP inh = blocks human intestinal alkaline phosphatase. P09923. purified IAP, CDP-Star luminescence, 30 min. inhibition, % at 10 µM. 330,000 tested, 0.12% active;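 active = inhibition reaching a set limit with compound at 10 µM in the primary screen, cut at about 35% in these data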;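 note: plate controls were DMSO wells with enzyme for no effect and no-enzyme buffer wells for full effect; values of inactives mirror those of a sister screen read the other way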
Target sequence (P09923 whole entry, looked up): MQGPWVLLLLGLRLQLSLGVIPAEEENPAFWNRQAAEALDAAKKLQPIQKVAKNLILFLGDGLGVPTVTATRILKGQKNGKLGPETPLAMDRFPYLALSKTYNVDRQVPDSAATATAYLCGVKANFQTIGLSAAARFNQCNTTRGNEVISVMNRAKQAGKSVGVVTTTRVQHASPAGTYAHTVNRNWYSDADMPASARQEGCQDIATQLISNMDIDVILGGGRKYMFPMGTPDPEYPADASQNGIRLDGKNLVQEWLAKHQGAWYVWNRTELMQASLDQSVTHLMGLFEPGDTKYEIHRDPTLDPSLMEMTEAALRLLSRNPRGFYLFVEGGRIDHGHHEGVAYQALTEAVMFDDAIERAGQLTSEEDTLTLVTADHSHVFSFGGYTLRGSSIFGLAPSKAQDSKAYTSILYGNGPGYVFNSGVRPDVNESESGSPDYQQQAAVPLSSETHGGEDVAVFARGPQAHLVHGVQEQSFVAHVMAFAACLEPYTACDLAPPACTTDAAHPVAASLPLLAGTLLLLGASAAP
SENP1 FRET inh = inhibitors of human SENP1 SUMO protease catalytic domain | AID 624204 | Q9P0U3 | 360,000 tested, 0.21% active | inhibition, % at 10 µM | recombinant SENP1 catalytic domain, CyPet-SUMO1-YPet FRET cleavage;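 active = inhibition at least 30% at 10 µM, raw YFP signal under a set limit, fluorescence ratio 0.5 to 1.5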;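 note: 0% = enzyme with DMSO and 100% = no enzyme wells; some results filed as inactive read as strong as hits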
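Assay system: hSENP1 catalytic domain, recombinant. Amount: SENP1 enzyme, 20 pM final. Schedule: 50 min reaction, RT, dark. Technique: FRET, CFP and YFP emission. Control set: no-enzyme wells low, DMSO-plus-enzyme wells high control.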
mIAP activ = increases mouse intestinal alkaline phosphatase activity. muIAP, CDP-Star luminescence, 30 min; active compounds read high; 1 = vehicle-only enzyme signal, 0 = enzyme-free wells. AID 2805. activation factor at 10 µM. 330,000 tested, 0.24% active;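 active = activation factor of at least 2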; note: the source names both 10 and 20 µM as test concentration; values of inactives mirror those of a sister screen read the other way
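also added = chemiluminescent substrate CDP-Star | test system = mouse IAP enzyme | signal = chemiluminescence readout | compound = DMSO-dissolved test compounds | incubation = 30 min at room temperature | benchmarks = DMSO wells, no-enzyme wells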
hIAP act = human IAP activation; AID 2524; 330,000 tested, 0.16% active; activation factor at 10 µM; purified human IAP, CDP-Star luminescence, 30 min; active compounds read high; 1 = vehicle-only enzyme, 0 = enzyme-free background; P09923;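 active = activation factor of the enzyme at least 2-fold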; note: the source names both 10 and 20 µM as test concentration; values of inactives mirror those of a sister screen read the other way
APOBEC3A inh = human APOBEC3A DNA deaminase inhibition; inhibition, % at 20 µM; recombinant A3A, FAM/TAMRA ssDNA deamination fluorescence; AID 493011; 330,000 tested, 0.41% active;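 active = at least 40% inhibition at 20 µM here, with at most 30% in a related deaminase screen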;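 note: plate controls were A3A with DMSO for no effect and wells lacking A3A enzyme for full effect; some results filed as inactive read as strong as hits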
Target sequence (P31941 whole entry, looked up): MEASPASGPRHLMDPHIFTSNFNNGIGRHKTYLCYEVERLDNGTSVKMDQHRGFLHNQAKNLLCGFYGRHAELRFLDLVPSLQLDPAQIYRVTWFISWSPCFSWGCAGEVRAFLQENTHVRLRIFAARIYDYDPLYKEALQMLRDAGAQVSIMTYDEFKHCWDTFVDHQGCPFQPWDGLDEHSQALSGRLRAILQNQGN
mIAP inh = blocks mouse intestinal alkaline phosphatase; purified mouse IAP, CDP-Star luminescence, 30 min; inhibition, % at 10 µM; 330,000 tested, 0.2% active; AID 2806;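 active = inhibition of at least 40% at 10 µM in the primary screen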;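 note: plate controls were DMSO with enzyme for no effect and no enzyme wells for full effect; values of inactives mirror those of a sister screen read the other way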
Numbers without * were called inactive; nt = not tested or not shown. Only part of the results is shown; rates above refer to the full screens.

SMILES	beta cell repl	NALP3 yeast inh	APOBEC3G inh	hIAP inh	SENP1 FRET inh	mIAP activ	hIAP act	APOBEC3A inh	mIAP inh
Nc1nc(NCc2ccco2)nc(Nc2ccccc2)c1[N+](=O)[O-]	1	14	-6	-3	2	0.94	1	-1	6
COc1ccc(N(CC(=O)NCc2ccco2)S(=O)(=O)c2ccc(OC)c(OC)c2)cc1	-2	-2	-2	3	2	0.99	0.97	2	0
Cc1ccc(OC(F)F)c(NC(=O)Nc2ccc3c(c2)OCO3)c1	5	18	0	5	1	1.3	0.95	-1	-31
COc1ccc(NC(C)=O)cc1C	0	-2	-8	21	1	0.97	0.79	-5	3
CCC(CC)N=C1NS(=O)(=O)c2cc([N+](=O)[O-])ccc21	-1	27	3	7	-1	0.94	0.93	6	6
N#Cc1cccc(NS(=O)(=O)c2ccc(S(=O)(=O)N3CCOCC3)cc2)c1	-1	0	-5	-17	0	0.91	1.2	-5	9
Cc1ccccc1NS(=O)(=O)c1ccc(C2CNC(=O)C2)cc1 (configuration not stated)	0	6	-2	5	-1	1	0.95	3	0
O=C(N/C(=C/c1ccco1)C(=O)N1CCOCC1)c1ccccc1Br	0	12	-2	-26	0	0.95	1.3	-4	5
COc1cccc(/C=N/NC(=O)c2nc(-c3ccccc3)cc(-c3ccccc3)n2)c1	-4	13	-3	-7	2	0.96	1.1	-2	4
COCCCNC(CC(=O)Nc1ccc(OC)cc1OC)C(=O)O (configuration not stated)	-1	4	-12	5	-1	0.88	0.95	0	12
CC(C)CC(OC(=O)CC1Sc2ccccc2NC1=O)C(=O)NC1CCCC1 (configuration not stated)	3	-1	-6	0	0	1	1	-2	0
O=C(O)c1ccccc1N1C(=O)C2C3c4ccccc4C(Br)(c4ccccc43)C2C1=O (configuration not stated)	-2	7	-6	22	3	0.88	0.78	2	12
CCOc1ccc(S(=O)(=O)N2CCC(C(=O)Nc3cccc(NC(C)=O)c3)CC2)cc1	-1	5	-2	-10	1	1.2	1.1	1	-22
Cc1nn(-c2ccccc2)c(C)c1S(=O)(=O)O	1	-1	-5	-6	0	1	1.1	4	-3
CC1CCCC(NC(=O)c2cc(S(=O)(=O)N3CCOCC3)ccc2F)C1C (configuration not stated)	-3	20	-7	-33	1	1	1.3	-9	-1
Cc1cccc(NC(=O)CN2C(=O)COc3ccc(Cl)cc32)c1C	-4	11	-2	6	0	1	0.94	-1	-4
Cc1ccc(NC(=O)C2CCN(S(=O)(=O)c3cccs3)CC2)cc1C	1	15	-5	-10	1	1.3	1.1	-3	-25
Cc1cc(=O)[nH]c2c(C)cc(S(=O)(=O)N3CCOCC3)cc12	6	-8	-3	12	2	0.94	0.88	-7	6
COc1cc(OC)cc(-c2nnc(Sc3ccc(C=O)cc3[N+](=O)[O-])o2)c1	-5	17	1	24	nt	0.88	0.76	5	12
C=CCn1c(O)c(N=NC(=S)Nc2ccc(OC)c(Cl)c2)c2ccccc21	-1	25	3	18	6	0.8	0.82	3	20

Laid out differently: results already given
| SMILES | beta cell repl | NALP3 yeast inh | APOBEC3G inh | hIAP inh | SENP1 FRET inh | mIAP activ | hIAP act | APOBEC3A inh | mIAP inh |
| --- | --- | --- | --- | --- | --- | --- | --- | --- | --- |
| CC(C)CC(OC(=O)CC1Sc2ccccc2NC1=O)C(=O)NC1CCCC1 (configuration not stated) | 3 | -1 | -6 | 0 | 0 | 1 | 1 | -2 | 0 |
| O=C(O)c1ccccc1N1C(=O)C2C3c4ccccc4C(Br)(c4ccccc43)C2C1=O (configuration not stated) | -2 | 7 | -6 | 22 | 3 | 0.88 | 0.78 | 2 | 12 |
| CCOc1ccc(S(=O)(=O)N2CCC(C(=O)Nc3cccc(NC(C)=O)c3)CC2)cc1 | -1 | 5 | -2 | -10 | 1 | 1.2 | 1.1 | 1 | -22 |
| Cc1nn(-c2ccccc2)c(C)c1S(=O)(=O)O | 1 | -1 | -5 | -6 | 0 | 1 | 1.1 | 4 | -3 |

New compounds follow
SMILES	beta cell repl	NALP3 yeast inh	APOBEC3G inh	hIAP inh	SENP1 FRET inh	mIAP activ	hIAP act	APOBEC3A inh	mIAP inh
O=C(COC(=O)c1ccccc1C(=O)OCC(=O)NCCc1c[nH]c2ccccc12)NCCc1c[nH]c2ccccc12	-5	2	6	-2	3	1	1	-3	-4
CCOc1ccc(C(NC(=O)/C=C/c2ccco2)c2ccc(OC)c(OC)c2)cc1 (configuration not stated)	0	-3	-8	7	-2	1.1	0.93	1	-11
CCC(CO)NCc1ccc(OC2CCCC2)cc1 (configuration not stated)	-3	21	-3	2	-2	1	0.97	-2	0
O=C(c1ccsc1)N1CCCC(N2CCN(c3ccccc3F)CC2)C1 (configuration not stated)	-1	11	-2	-40	3	0.89	1.4	2	11
COc1ccc(C)cc1S(=O)(=O)Nc1cccnc1	0	8	-8	-6	-1	1	1.1	-1	-1
CCOC(=O)CSc1nc(C2CC2)cc(-c2ccc(Cl)cc2)c1C#N	-3	14	-1	13	2	0.88	0.87	1	12
O=C(O)c1ccc(-n2c(/C=C/c3cccc([N+](=O)[O-])c3)nc3ccccc3c2=O)cc1	-1	5	-5	-16	1	0.9	1.2	-2	10
O=C(Cc1ccccn1)c1ccc(Cl)cc1	-4	-15	-1	-6	-45	1	1.1	1	-2
O=C(c1ccc(OCC2CCCO2)cc1)N1CCN(S(=O)(=O)c2cccc(F)c2)CC1 (configuration not stated)	1	1	-5	13	1	1	0.87	2	-2
Cc1cccc(N2CN=c3s/c(=C\c4ccccn4)c(=O)n3C2)c1	0	9	-8	-14	0	0.93	1.1	-1	7
COc1cccc(CC2(CO)CCN(C(=O)NC3CCCCC3)CC2)c1	-2	2	-8	-7	-1	1.1	1.1	2	-8
O=S1(=O)N=C(Nc2ccc(S(=O)(=O)N3CCCCC3)cc2)c2ccccc21	-3	2	-10	6	1	1	0.94	-4	0
O=c1oc2ccccc2c(NC2CCCCC2)c1NS(=O)(=O)c1ccc(F)cc1	-4	-7	9	23	1	0.93	0.77	3	7
CC(=O)NCCc1ccc(C(=O)COC(=O)C2CCCCC2)cc1	-4	10	-6	-12	3	1.1	1.1	-2	-9
CCCN(C(=O)c1ccco1)c1nnc(-c2ccncc2)s1	-2	30	-2	-6	1	0.93	1.1	-6	7
CCN1CCN(C(=O)c2sc3nc(C)nc(N4CCC(C)CC4)c3c2C)CC1	-3	6	1	-2	2	0.96	1	-2	4
CCN(C(=O)COC(=O)/C=C/c1cccc(Br)c1)C1CCS(=O)(=O)C1 (configuration not stated)	-4	0	-9	-3	-1	0.94	1	-4	6
Cc1noc(/C=C/c2ccco2)c1S(=O)(=O)N1CCC(C(=O)N2c3ccccc3CC2C)CC1 (configuration not stated)	-5	21	-5	14	15	0.88	0.86	2	12
N#Cc1c(-c2ccco2)nc(NCC2CCCO2)[nH]c1=O (configuration not stated)	1	-5	-5	10	1	0.92	0.9	-3	8
CCc1ccc2oc(-c3cc(N=Cc4cccc(OC)c4O)ccc3O)nc2c1	-6	1	-2	-22	nt	1	1.2	-1	-3
Cc1ccc2nc(-c3ccsc3)c(NC3CCCC3)n2c1	-2	4	-7	-5	-16	0.99	1.1	-2	1
COc1ccccc1NC(=O)C1CCOC1=O (configuration not stated)	-1	-8	-5	-9	0	0.96	1.1	-1	4
Cc1nc2scc(-c3ccco3)c2c(=O)n1/N=C/N(C)C	0	2	9	10	2	1.1	0.9	11	-13
Cn1c(SCC(=O)Nc2ccccc2)nc(O)cc1=O	-3	11	-8	17	-1	0.98	0.83	-3	2
CCc1nnc(NC(=O)[C@@H](NC(=O)c2cc(OC)cc(OC)c2)C(C)C)s1	3	8	-8	4	2	0.98	0.96	-2	2
COCCn1c(C)cc(C(=O)COC(=O)c2cncc(Br)c2)c1C	3	-6	-5	8	0	0.96	0.92	-5	4
COc1cccc(C(C(=O)NC(C)(C)C)N(C(=O)CCC(=O)Nc2cc(C)on2)C2CC2)c1OC (configuration not stated)	-3	-14	-4	-5	3	1	1.1	-4	0
Cc1onc(NC(=O)c2ccc([N+](=O)[O-])o2)c1Br	0	9	0	9	-1	1	0.91	1	-1
NC(N)=NC(N)=NCCc1ccccc1	-1	12	-5	2	0	1.1	0.98	-3	-10
CCn1c(COc2cccc(C)c2)nnc1SCC(=O)CC(=O)Nc1ccccc1OC	-6	11	-10	-6	1	0.99	1.1	0	1
Cc1cccn2c(=O)c3cc(C(=O)N4c5ccccc5CC4C)n(C)c3nc12 (configuration not stated)	-1	8	-2	-10	-28	0.99	1.1	-4	1
CC(C)(C)OC(=O)N[C@H](C(=O)OC(C)(C)C)c1ccc2ccccc2c1	-1	13	-13	-12	4	0.98	1.1	-3	2
CCOC(=O)c1c(C)[nH]c2c1cc(O)c1ccccc12	-5	16	-2	-13	0	1.1	1.1	3	-5
CC1(C)Cc2c(sc(NC(=O)c3ccc4c(c3)OCCO4)c2C(N)=O)C(C)(C)N1	-1	15	-2	-20	-21	1	1.2	0	-3
N#C/C(=C\c1ccc[nH]1)C(=O)c1ccccc1	-1	-2	-1	-6	-77	0.9	1.1	0	10
Cc1cccc(C)c1OCc1cc(C(=O)N2CCN(C3CCCC3)CC2)no1	-4	20	-7	-2	-1	0.95	1	-1	5
CCOc1cc(/C=N/NC(=O)c2ccc(CN3CCOCC3)cc2)ccc1OCc1ccccc1	1	9	-2	-11	0	0.9	1.1	-2	10
CCn1c(CNC(=O)c2ccccc2OC)nnc1SCC(=O)c1ccc(F)cc1	5.8*	8	-16	0	1	1	1	1	-2
Clc1ccccc1OCCn1ccnc1	-3	11	-7	-29	2	0.93	1.3	-5	7
COCCCN1C(=O)C(=O)/C(=C(/O)c2ccc(OC)cc2)C1c1cccc(OC)c1 (configuration not stated)	1	-10	-3	4	3	1.1	0.96	-9	-7
COc1ccc(CNC(=O)CC2C[C@H](C(=O)N3CCOCC3)[C@@]3(C)c4[nH]c5ccccc5c4CCN3C2=O)cc1OC (some centres not stated)	0	4	-3	-7	-1	1	1.1	-2	0
CCOC(=O)c1c(NC(=O)COC(=O)c2ccc(O)cc2)sc(C(=O)NC)c1C	-3	10	-2	-2	2	0.97	1	21	3
Cc1cc(C)c(C#N)c(SCC(=O)N2CCCCC2)n1	-1	-1	0	-2	-3	1	1	2	-1
Nc1c(C(=O)c2ccc(Br)s2)oc2ccccc12	-5	-17	3	17	-17	0.84	0.83	3	16
CC(=O)Nc1ccc(NC(=O)c2ccc(OCc3c(C)noc3C)cc2)cc1	-1	8	-3	-33	2	1.2	1.3	-1	-17
CCC(=O)N1CCN(c2ccc(NC(=O)c3ccc4ccccc4c3)cc2)CC1	0	20	-5	-20	2	1	1.2	-9	-2
O=C(COC(=O)CCc1nc2ccccc2c(=O)[nH]1)NC1CCS(=O)(=O)C1 (configuration not stated)	0	12	-6	13	0	0.94	0.87	0	6
Nc1ccc2nc(-c3ccc(-c4nc5ccc(N)cc5[nH]4)cc3)[nH]c2c1	-3	35	14	-7	nt	1.1	1.1	12	-10
COc1ccc(-c2ccc(CCC(=O)O)n2CC2CCCO2)cc1 (configuration not stated)	-2	26	-5	-2	-85	1	1	-2	-3
CC(C)(C)OC(=O)C[C@@H]1C/C=C\C[C@@H](CC(=O)N[C@H](CO)Cc2ccccc2)C(=O)NCCOC1=O	1	16	-3	2	1	0.87	0.98	-2	13
O=C(COC(=O)c1cc(-c2ccncc2)nc2ccccc12)Nc1ccc2c(c1)OCO2	-3	1	0	5	nt	1.1	0.95	4	-12
